pAkt inh: Akt phosphorylation inhibition; Neuro2A IGF-stimulated pAkt S473 HTRF, 20 min; active compounds read low; activity change, % for hits at 50 µM; 0.32% of 360,000 active; AID 651550; in the data active = activity change below about -80%; inconclusive = mostly about -51% to -80%; also: % is scaled to controls: 0 for no effect and ±100 for the full control effect
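Neuro2A cells (4,500/well, DMEM with 0.5% FBS) were treated with compound at a single 50 µM final concentration, stimulated with 6 nM IGF for 20 min at 37 °C, and lysed. Phospho-Akt Ser473 was read by HTRF as 665/615 ratio ×10^4.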
aSyn rescue: alpha-synuclein toxicity inhibition in yeast; Yeast expressing alpha-synuclein, growth rescue, BacTiter-Glo, 24 h; Potency, µM (doses to about 46.1 µM), without a hit: top-dose growth rescue (activation), most hits filed as activators; 0.14% of 370,000 active; AID 652106; also: potency is read from the fitted curve at half-maximal effect; % of control where 0% means no effect; nearly all actives have a fitted effect of over 65% in size
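Readout is rescue of growth in alpha-synuclein-expressing yeast, so inhibitors of toxicity appear as activators. Growth after 24 hr at 30 deg C in galactose medium is quantified by luminescence.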
MmCpn inh: M. maripaludis TRiC chaperonin inhibition | Potency, µM (highest dose often 76.9 µM), for the others: at the highest dose activity, negative = inhibition, most hits filed as inhibitors | 0.031% of 330,000 active | purified Mm-Cpn ATPase, ADP Transcreener TR-FRET; also: potency is read from the fitted curve at half-maximal effect; % is scaled to controls: 0 for no effect and ±100 for the full control effect; nearly all actives have a fitted effect of over 80% in size
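Quantitative HTS used 25 nM Mm-CPN and 10 uM ATP in magnesium/KCl Tris buffer, pH 7.4, with 1 mM DTT. Hydrolysis ran 30 min at 37°C; ADP was read by HTRF.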
GLP1R cytotox: cytotoxic in the GLP-1 receptor inverse agonist counter-screen; HEK293 cAMP-luciferase reporter cells, luminescence, 24 h; Potency, µM (doses to about 38.3 µM), without a hit: at the top dose activity change, negative = inhibition, hits mostly inhibitors; 0.13% of 410,000 active;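 also: loss of luciferase light is scored as toxicity; potency is read from the fitted curve at half-maximal effect; % is scaled to controls: 0 for no effect and ±100 for the full control effect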
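Step one: seed cells (200 cells/uL, DMEM with 10% Nu serum, 1% pen-strep). Step two: 12-hour incubation at 37 deg C. Step three: pin 23 nL compound, incubate 24 hr. Step four: add luciferase reagent, read luminescence 12 min later.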
FUS suppressor: rescues growth of FUS-expressing yeast | S. cerevisiae FUS-expressing, growth rescue, OD600, 24 h | Potency, µM (titrated, usually from 76.6 µM), for the others: at the top dose growth rescue (activation), most hits filed as activators | 0.24% of 390,000 active;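 also: potency is read from the fitted curve at half-maximal effect; plate controls were DMSO vehicle for no effect and reference control for full effect; nearly all actives have a fitted effect of over 55% in size; some results filed as inactive show a strong effect at the top dose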
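Absorbance at 600 nm, taken 24hr after compound addition, measured rescue of FUS-yeast growth at 30C. Induction used 2% galactose with seeding at OD 0.005. Controls: CP55940 from 92uM final, DMSO only.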
GLP-1R inv ag: acts as inverse agonist at human GLP-1 receptor; HEK293 GLP-1R CRE-luciferase, luminescence, 24 h; GLP-1R form is constitutively active; Potency, µM (series often up to 38.3 µM), inactives show top-dose activity change, negative = inhibition, most hits filed as inhibitors; 1.6% of 410,000 active; also: potency is read from the fitted curve at half-maximal effect; % is scaled to controls: 0 for no effect and ±100 for the full control effect; nearly all actives have a fitted effect of over 55% in size
Target sequence (P43220 whole entry, looked up): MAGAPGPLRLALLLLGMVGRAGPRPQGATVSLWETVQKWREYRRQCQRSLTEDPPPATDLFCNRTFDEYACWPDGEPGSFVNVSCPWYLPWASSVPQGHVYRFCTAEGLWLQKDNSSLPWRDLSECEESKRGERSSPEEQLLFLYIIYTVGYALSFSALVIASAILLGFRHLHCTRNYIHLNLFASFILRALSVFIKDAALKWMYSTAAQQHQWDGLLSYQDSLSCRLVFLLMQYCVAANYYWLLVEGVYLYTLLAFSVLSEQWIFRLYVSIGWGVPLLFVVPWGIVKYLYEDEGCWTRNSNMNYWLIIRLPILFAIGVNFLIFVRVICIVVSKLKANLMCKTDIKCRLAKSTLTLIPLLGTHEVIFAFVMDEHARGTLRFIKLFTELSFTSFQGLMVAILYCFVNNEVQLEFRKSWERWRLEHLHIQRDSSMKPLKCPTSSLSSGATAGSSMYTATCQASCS
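Inverse agonism was detected as reduced cAMP-driven luciferase luminescence after 24 h compound treatment. The cells were HEK293 clones expressing constitutively active human GLP-1R with the reporter. Reporter-only and GPR119 cell lines served as counterscreen controls.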
TDP-43 yeast inh: TDP-43 toxicity inhibition in yeast; Potency, µM (titrated, usually from 46.1 µM), for inactives: at the top dose growth rescue (activation), most hits filed as activators; 1.8% of 410,000 active; TDP-43 expressing yeast growth rescue, BacTiter-Glo, 24 h; also: potency is read from the fitted curve at half-maximal effect; % of control where 0% means no effect; nearly all actives have a fitted effect of over 50% in size
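In this qHTS, compounds that restore growth of yeast expressing TDP-43 appear as activators. Cells (OD600=0.02, galactose medium, raffinose-pregrown) are incubated with compound 24 hr at 30 deg C and growth is quantified by BacTiter-Glo.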
Abeta yeast res: A-beta toxicity reversal in yeast; 0.063% of 410,000 active; yeast expressing A-beta42, growth rescue, OD600, 48 h; response scale: 0% DMSO, 100% iron-clioquinol control; Potency, µM (highest dose often 46.1 µM), for the others: top-dose growth rescue, actives largely listed as activators; also: potency is read from the fitted curve at half-maximal effect; nearly all actives have a fitted effect of over 55% in size
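Yeast growth medium received pinned compounds, then yeast cells expressing toxic A-beta were added; plates incubated at 30 C for 48 hr. Growth read as absorbance at 600 nm, normalized to DMSO and equimolar FeCl3 plus clioquinol controls.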
PTHR1 agonist: agonists of human PTHR1 parathyroid hormone receptor; Q03431; HEK293 GP2 PTHR1 cells, GloSensor cAMP luminescence, 1 h; Potency, µM (titrated, usually from 115 µM), for inactives: at the top dose activation, hits mostly activators; 0.075% of 410,000 active; AID 743266; also: potency is read from the fitted curve at half-maximal effect; nearly all actives have a fitted effect of over 55% in size; some results filed as inactive show a strong effect at the top dose; inactives centre near -15; many of its hits are not listed in these tables
Target sequence (Q03431 whole entry, looked up): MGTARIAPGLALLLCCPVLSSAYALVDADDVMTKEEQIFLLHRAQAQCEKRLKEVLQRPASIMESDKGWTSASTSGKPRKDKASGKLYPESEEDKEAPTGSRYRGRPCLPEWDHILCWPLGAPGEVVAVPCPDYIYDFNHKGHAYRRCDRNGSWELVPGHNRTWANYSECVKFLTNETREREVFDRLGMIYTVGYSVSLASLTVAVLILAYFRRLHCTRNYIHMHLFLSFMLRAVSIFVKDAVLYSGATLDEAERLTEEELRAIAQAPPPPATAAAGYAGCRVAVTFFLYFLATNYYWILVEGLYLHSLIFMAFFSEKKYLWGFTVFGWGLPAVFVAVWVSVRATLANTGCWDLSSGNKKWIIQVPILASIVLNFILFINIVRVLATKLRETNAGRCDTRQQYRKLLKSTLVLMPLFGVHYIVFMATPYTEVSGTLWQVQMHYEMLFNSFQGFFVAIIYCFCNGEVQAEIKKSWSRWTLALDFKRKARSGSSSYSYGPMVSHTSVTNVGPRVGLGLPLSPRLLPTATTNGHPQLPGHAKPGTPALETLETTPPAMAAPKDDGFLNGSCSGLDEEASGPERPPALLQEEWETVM
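HEK-293-derived GP2 cells expressing PTHR1 and a GloSensor cAMP reporter, 3,000/well, plated overnight, given luciferin plus IBMX (each 0.5 mM as added) for 1 h at 37 °C, then compound for 1 h at 37 °C. Luminescence was read after 15 min at room temperature.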
* marks the source's active call; other numbers are inactive results; i = inactive; ? = inconclusive; / = no result given; [ ] = remark or other dose. Unless noted, calls follow the shape of the dose curve; as a rule, active = well fitted curve in the direction sought with a large enough effect; inconclusive = small, poorly fitted or top-dose-only effect, or another doubt; inactive = no such curve, though single readings can be large; an effect the other way counts as inactive or inconclusive. A portion of the library; rates above refer to the full screens.

SMILES	pAkt inh	aSyn rescue	MmCpn inh	GLP1R cytotox	FUS suppressor	GLP-1R inv ag	TDP-43 yeast inh	Abeta yeast res	PTHR1 agonist
CC1CCC(N(C(=O)c2csnn2)C(C(=O)NC(C)(C)C)c2cccnc2)CC1 (stereo not drawn)	i	3%	5%	-21%	8%	4%	7%	7%	-5%
CCCn1c(SCC(=O)NC2CCCC2)nnc1C(C)C	i	2%	1%	-2%	-13%	6%	-4%	1%	-24%
O=C(c1ccco1)N1CCN(C2CN(Cc3ccc([N+](=O)[O-])cc3)S(=O)(=O)C2)CC1 (stereo not drawn)	i	9%	/	2%	-6%	-6%	24%	10%	-19%
CCOC(=O)c1ccc(N2C(=O)c3n[nH]c(C)c3C2c2ccc(O)cc2)cc1 (stereo not drawn)	i	-19%	2%	-10%	19%	0%	-7%	6%	-9%[57.5 µM]
CCN1CCN(C(=S)c2ccc([N+](=O)[O-])cc2)CC1	i	-2%	2%	10%	/	14%	22%	3%	-2%
Cc1cccc(-n2c(O)c(C=Nc3ccccc3-c3n[nH]c(=S)[nH]c3=O)c3ccccc3c2=O)n1	i	0%	-1%	-23%	?	15%	6%	-10%	-13%
CCOC(=O)c1c(C)[nH]c(C(=O)COC(=O)[C@H](C)N2C(=O)C3CCCCC3C2=O)c1C (stereo partly drawn)	i	1%	/	?	37%	?	-12%	6%	-30%
COc1ccc(-c2noc(CN3CCN(C(=O)c4cccs4)CC3)n2)c(OC)c1OC	i	1%	0%	-2%	-11%	?	20%	18%	-17%
Cc1noc2nc(C(=O)O)nc(N3CCCCC3)c12	/	/	/	3%	-27%	3%	?	-7%	i
Cc1cc(=O)oc2cc(OCC(=O)N3CCN(c4ccc(F)cc4)CC3)ccc12	/	-4%	0%	-10%	19%	-11%	12%	-19%	-65%[inhibitor]
COc1ccc(OC)c(NC(=S)NCc2ccc(S(N)(=O)=O)cc2)c1	i	1%	1%	1%	5%	-4%	-15%[9.22 µM]	-3%	i
O=C(COC(=O)Cc1c(F)cccc1Cl)NCc1ccc2c(c1)OCO2	i	0%	-2%	-13%	/	-14%	23%	5%	i
Cn1cnnc1SCC(=O)Nc1ccc2nc(SCc3cccc4ccccc34)sc2c1	i	8%	-1%	-21%	?	-25%	12%	9%	-13%
COc1ccc(-c2cc(C(=O)N3CCCCC3C)no2)cc1OC (stereo not drawn)	/	/	/	-2%	6%	43%[activator]	?	-13%	20%
CCOC(=O)/C(C#N)=C/c1cn(CCC(=O)O)nc1-c1ccc(Cl)cc1	i	7%	3%	-14%	4%	25%	20%	-14%	i

Rewritten with two lines to a compound: entries from further up.
Below each SMILES – pAkt inh, aSyn rescue, MmCpn inh, GLP1R cytotox, FUS suppressor, GLP-1R inv ag, TDP-43 yeast inh, Abeta yeast res, PTHR1 agonist
> CC1CCC(N(C(=O)c2csnn2)C(C(=O)NC(C)(C)C)c2cccnc2)CC1 (stereo not drawn)
  i, 3%, 5%, -21%, 8%, 4%, 7%, 7%, -5%
> CCCn1c(SCC(=O)NC2CCCC2)nnc1C(C)C
  i, 2%, 1%, -2%, -13%, 6%, -4%, 1%, -24%
> O=C(c1ccco1)N1CCN(C2CN(Cc3ccc([N+](=O)[O-])cc3)S(=O)(=O)C2)CC1 (stereo not drawn)
  i, 9%, /, 2%, -6%, -6%, 24%, 10%, -19%
> CCOC(=O)c1ccc(N2C(=O)c3n[nH]c(C)c3C2c2ccc(O)cc2)cc1 (stereo not drawn)
  i, -19%, 2%, -10%, 19%, 0%, -7%, 6%, -9%[57.5 µM]
> CCN1CCN(C(=S)c2ccc([N+](=O)[O-])cc2)CC1
  i, -2%, 2%, 10%, /, 14%, 22%, 3%, -2%
> Cc1cccc(-n2c(O)c(C=Nc3ccccc3-c3n[nH]c(=S)[nH]c3=O)c3ccccc3c2=O)n1
  i, 0%, -1%, -23%, ?, 15%, 6%, -10%, -13%
> CCOC(=O)c1c(C)[nH]c(C(=O)COC(=O)[C@H](C)N2C(=O)C3CCCCC3C2=O)c1C (stereo partly drawn)
  i, 1%, /, ?, 37%, ?, -12%, 6%, -30%
> COc1ccc(-c2noc(CN3CCN(C(=O)c4cccs4)CC3)n2)c(OC)c1OC
  i, 1%, 0%, -2%, -11%, ?, 20%, 18%, -17%
> Cc1noc2nc(C(=O)O)nc(N3CCCCC3)c12
  /, /, /, 3%, -27%, 3%, ?, -7%, i
> Cc1cc(=O)oc2cc(OCC(=O)N3CCN(c4ccc(F)cc4)CC3)ccc12
  /, -4%, 0%, -10%, 19%, -11%, 12%, -19%, -65%[inhibitor]
> COc1ccc(OC)c(NC(=S)NCc2ccc(S(N)(=O)=O)cc2)c1
  i, 1%, 1%, 1%, 5%, -4%, -15%[9.22 µM], -3%, i

Further structures follow.
SMILES	pAkt inh	aSyn rescue	MmCpn inh	GLP1R cytotox	FUS suppressor	GLP-1R inv ag	TDP-43 yeast inh	Abeta yeast res	PTHR1 agonist
CCc1ccc(NC(=S)N2CCC(NC(=O)C3CCCCC3)CC2)cc1	i	-3%	-1%	-3%	-3%	10%	-5%	-7%	-15%
CC(C)OC(=O)C(C(=O)C(F)(F)F)c1cc(NS(=O)(=O)c2ccc3c4c(cccc24)C(=O)N3)ccc1O (stereo not drawn)	/	/	/	-7%	25%	5%	18%	-8%	-22%
O=C1COc2ccc(C(=O)CSc3nnnn3-c3ccccc3)cc2N1	i	1%	-3%	3%	15%	-13%	7%	2%	-70%[inhibitor]
Cc1ccc(-c2cc(C(=O)N/N=C/c3ccc([N+](=O)[O-])o3)c3ccccc3n2)o1	i	1%	-4%	-23%	21%	61%[activator]	-16%	-2%	-29%
O=C(Nc1ccccc1)C(=O)Nc1ccccn1	i	-22%	0%	1%	-16%	?	-16%	-18%	-81%[inhibitor][57.5 µM]
CC1=C(C)CC(C(=O)NC2CCN(C(C)C)CC2)C(C(=O)O)C1 (stereo not drawn)	i	-6%	1%	11%	-2%	23%	-1%	7%	?
COc1ccc2cc(-c3ccccc3)ncc2c1	i	0%	-2%	2%	-30%	20%	24%	2%	i
C/C(=C\C(=O)c1cccnc1)Nc1ccc(O)cc1	i	-4%	-4%	?	27%	0%	-3%	7%	-18%
CCn1c(=N)n(CC(=O)c2cccc([N+](=O)[O-])c2)c2ccccc21	i	0%	-1%	9%	18%	18%	3%	14%	-22%
CCc1ccc(OC(C)C(=O)Nc2c(C(=O)c3ccccc3)oc3ccccc23)cc1 (stereo not drawn)	/	0%	/	-4%	-19%	3%	17%	-11%	i
COc1ccc(C(=O)C[n+]2cccc(C(N)=O)c2)cc1	i	-2%	-1%	4%	-8%	8%	-1%	-26%	-21%
O=S(=O)(c1ccc(SCCOc2ccccc2)nc1)N1CCCC1	i	11%	0%	-13%	25%	?	28%	-15%	-50%[inhibitor]
CCCCNC(=O)c1ccc2c(c1)C(=O)N(Cc1ccncc1)C2=O	i	-6%	-1%	11%	12%	8%	1%	1%	-2%
O=C(Nc1ccccc1)Nn1cnnc1	i	11%	-1%	-6%	-19%	-16%	-6%	-22%	i
O=C(Nc1nc2ccccc2[nH]1)C1CCN(C(=O)c2ccc(F)cc2)CC1	i	7%	-3%	-4%	17%	-6%	-21%	-1%	-14%
Cc1ccc(S(=O)(=O)N2CCC(C(=O)N3CCCC(C(F)(F)F)C3)CC2)cc1C (stereo not drawn)	i	-2%	-3%	3%	24%	-27%	29%	-11%	-27%
O=C(NCc1ccc2c(c1)CCN2C(=O)c1ccc(F)cc1)c1ccc(Br)o1	/	/	/	-4%	-2%	3%	23%	3%	i
CN1CCN(Cc2c(O)ccc3cc(-c4ccccn4)c(=O)oc23)CC1	i	9%	-2%	53%[activator]	1%	10%	1%	-6%	i
O=C(CCCN1C(=O)/C(=C/c2cccc(Br)c2)SC1=S)Nc1ccccn1	i	12%	1%	-12%	17%	0%	?	11%	-17%[57.5 µM]
CCCCN1CC(c2nc3ccccc3n2CCCCOc2ccc(C)cc2C)CC1=O (stereo not drawn)	/	/	/	-18%	?	?	-87%[inhibitor]	-63%[inhibitor]	-18%
CCOc1ccc2[nH]c(=O)c(CN(Cc3nnnn3Cc3ccco3)C3CCCCC3)cc2c1	i	0%	-5%	-8%	26%	3%	10%	-1%	-18%[57.5 µM]
Cc1ccc(-c2nc(CS(=O)(=O)CC(=O)NC3CCCCCC3)c(C)o2)cc1	i	10%	1%	-5%	3%	?	-9%	22%	-6%
CCN(CC)CCCN(Cc1cc2cc3c(cc2[nH]c1=O)OCO3)C(=S)NCCCN(C)C	i	-2%	0%	3%	-31%	3%	6%	8%	-19%
CC(=O)Nc1ccc2c(c1)Cc1c-2cc(Cl)c(NC(C)=O)c1Cl	i	6%	/	-10%	10%	77%[activator]	2%	-3%	i
O=C(NCc1ccco1)C1CCN(S(=O)(=O)N2CCC3(CC2)OCCO3)CC1	i	-3%	0%	1%	?	5%	-10%	10%	i

Molecules shown so far that contain a CF3 group, in the order listed:
SMILES	pAkt inh	aSyn rescue	MmCpn inh	GLP1R cytotox	FUS suppressor	GLP-1R inv ag	TDP-43 yeast inh	Abeta yeast res	PTHR1 agonist
CC(C)OC(=O)C(C(=O)C(F)(F)F)c1cc(NS(=O)(=O)c2ccc3c4c(cccc24)C(=O)N3)ccc1O (stereo not drawn)	/	/	/	-7%	25%	5%	18%	-8%	-22%
Cc1ccc(S(=O)(=O)N2CCC(C(=O)N3CCCC(C(F)(F)F)C3)CC2)cc1C (stereo not drawn)	i	-2%	-3%	3%	24%	-27%	29%	-11%	-27%
